KDM5B inhibitor: inhibitors of human KDM5B histone demethylase. Potency, µM (top dose mostly 57.7 µM), without a hit: at the highest dose activity change, negative = inhibition, hits mostly inhibitors. AID 1347165. KDM5B demethylase, FDH-coupled NADH fluorescence (FDH is formaldehyde dehydrogenase). 2.6% of 220,000 active; active means well fitted inhibition curve with a large enough effect; inconclusive means small, poorly fitted or top-dose-only effect; inactive means no such curve, though single readings can be large or run the other way; further: 0% is about no effect; nearly all actives have a fitted effect of over 70% in size
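Coupled FDH/NAD⁺ fluorescence readout. KDM5BΔAP 200 nM final; compound titration, 10 min RT preincubation; substrate mix 12.5 µM H3K4me3, 25 µM 2-OG, 50 µM Fe(II), 100 µM ascorbate, 0.25 mM NAD⁺, 0.25 U/mL FDH; ΔRFU over 30 min.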
* hit, by the source's call; ? = inconclusive; [ ] = remark or other dose. Potency means the concentration at half of the fitted maximal effect.

KDM5B inhibitor	SMILES
-8.6%	CN(C)c1nc(-c2ccncc2)nc2c1CCN(C(=O)c1ccc(=O)[nH]c1)C2
-23.6%	Cn1c(CCNC(=O)C2(Cc3ccccc3)CCCCC(=O)N2)nc2ccccc21 (stereo unspecified)
-29.0%	Cc1ccccc1NS(=O)(=O)c1ccc2c(c1)-c1oncc1CO2
17.9%	CN1C(=O)c2cccn2CC1CNC(=O)CCCc1ccccc1 (stereo unspecified)
?	CC(C)c1ccc(Nc2nnns2)cc1
2.9%	Cc1ccc(S(=O)(=O)NC(c2ccccc2)c2ccccn2)s1 (stereo unspecified)
-3.3%[86.2 µM]	O=C1c2cnc(-c3ccsc3)nc2OCCN1c1ccccc1
4.5%[86.2 µM]	O=C(C[C@@H]1C[C@H]2O[C@H](CNCc3cnccc3Cl)[C@@H](O)[C@H]2O1)N1CCOCC1
1.8%	Cc1c2cnn(-c3ccccc3)c(=O)c2c(C)n1CC(=O)Nc1ccccc1Br
-7.4%	Cn1nccc1C(=O)N1CC(c2nc(CCOCC3CCCC3)no2)C1
-9.8%	COc1ccc(/C=C/C(=O)c2cc(C)ccc2OC(=O)c2cccs2)cc1OC
-12.0%	COc1cc(OC)c(NC(=O)COCc2cc(-c3cccs3)on2)cc1Cl
-20.6%	Cc1oc(-c2cccc(F)c2F)nc1CN(C)Cc1ccc(C(F)(F)F)cc1
2.7%	Cc1cccc(OCc2nn3c(-c4ccncc4)nnc3s2)c1
60.9%[activator]	COC(=O)CCC1(C)C(=C(C)C)CCC(C)C1COc1ccc2ccc(=O)oc2c1 (stereo unspecified)
8.7%	O=C(NCc1ccccc1Cn1cccn1)c1cn[nH]c1-c1ccc(F)cc1
6.5%	O=C(Oc1ccc(Sc2ccc(OC(=O)C3CC3)cc2)cc1)C1CC1
1.3%	O=C(NCc1ccccc1)C1CCC(=O)N1C1CCN(C(=O)c2cc(F)cc(F)c2)CC1 (stereo unspecified)
33.4%[activator]	CCn1cc(C(=O)N2CCn3nc(C(=O)Nc4ccccc4)cc3C2)c(C)n1
-2.0%	Cc1onc(-c2ccccc2Cl)c1C(=O)OCC(=O)N1CCCCC1
-16.3%	O=C(CSc1nc2ccc(N=Cc3c4ccccc4cc4ccccc34)cc2s1)NCCc1ccccc1
-18.4%	O=C(CSc1ccccn1)N[C@@H]1COCC[C@@H]1Oc1cccc(F)c1
-23.8%	Cc1nn(-c2ccccc2)c(OC(=O)c2ccc(Cl)cc2)c1S(=O)(=O)c1ccccc1
-0.2%	Cc1nn(C)c2sc(C(=O)N3CCN(S(=O)(=O)c4cc(F)ccc4F)CC3)cc12
0.8%[86.2 µM]	O[C@H]1[C@H](NCc2ccc(-c3ccccc3)cc2)[C@H]2CO[C@H](O2)[C@@H]1Sc1ccccc1
-46.8%	Cc1ccc(NC(=O)CSCc2cnn(-c3ccccc3)c2-n2cccc2)c(C)c1
-14.5%	COC(=O)C1CN(Cc2ccc(Cl)cc2)CCS(=O)(=O)N1Cc1cn(Cc2ccccc2)nn1 (stereo unspecified)
29.1%	CCCN(CCC)C(=O)c1ccc2c(c1)S(=O)(=O)c1ccccc1C2=O
21.6%	COc1cccc(CCC(=O)N2CCC(C3CCN(S(C)(=O)=O)CC3)C2)c1 (stereo unspecified)
?	COc1ccccc1NC(=O)N1C[C@@H]2C[C@H](C1)c1c(/C=C/c3ccc(Cl)cc3)ccc(=O)n1C2

As a working copy, some entries already given.
KDM5B inhibitor	SMILES
-20.6%	Cc1oc(-c2cccc(F)c2F)nc1CN(C)Cc1ccc(C(F)(F)F)cc1
2.7%	Cc1cccc(OCc2nn3c(-c4ccncc4)nnc3s2)c1
60.9%[activator]	COC(=O)CCC1(C)C(=C(C)C)CCC(C)C1COc1ccc2ccc(=O)oc2c1 (stereo unspecified)
8.7%	O=C(NCc1ccccc1Cn1cccn1)c1cn[nH]c1-c1ccc(F)cc1
6.5%	O=C(Oc1ccc(Sc2ccc(OC(=O)C3CC3)cc2)cc1)C1CC1
1.3%	O=C(NCc1ccccc1)C1CCC(=O)N1C1CCN(C(=O)c2cc(F)cc(F)c2)CC1 (stereo unspecified)
33.4%[activator]	CCn1cc(C(=O)N2CCn3nc(C(=O)Nc4ccccc4)cc3C2)c(C)n1
-2.0%	Cc1onc(-c2ccccc2Cl)c1C(=O)OCC(=O)N1CCCCC1
-16.3%	O=C(CSc1nc2ccc(N=Cc3c4ccccc4cc4ccccc34)cc2s1)NCCc1ccccc1
-18.4%	O=C(CSc1ccccn1)N[C@@H]1COCC[C@@H]1Oc1cccc(F)c1
-23.8%	Cc1nn(-c2ccccc2)c(OC(=O)c2ccc(Cl)cc2)c1S(=O)(=O)c1ccccc1
-0.2%	Cc1nn(C)c2sc(C(=O)N3CCN(S(=O)(=O)c4cc(F)ccc4F)CC3)cc12
0.8%[86.2 µM]	O[C@H]1[C@H](NCc2ccc(-c3ccccc3)cc2)[C@H]2CO[C@H](O2)[C@@H]1Sc1ccccc1
-46.8%	Cc1ccc(NC(=O)CSCc2cnn(-c3ccccc3)c2-n2cccc2)c(C)c1

(next part)
KDM5B inhibitor	SMILES
21.7%	Cc1ccc(C(=O)N2CCC(CCC(=O)N(C)CCc3c(C)nn(C)c3C)CC2)cc1
-9.0%	Cc1c(C#N)c(NC(=O)CN2CCN(CC(=O)N3CCCC3)CC2)n(C2CCCCC2)c1C
-1.1%	C/C(=N\OC(=O)Nc1ccccc1)c1cnn(-c2cc(C(F)(F)F)cc(C)n2)c1C
-29.1%	COc1ccc2cc(C(=O)NC3CCS(=O)(=O)C3)[nH]c2c1 (stereo unspecified)
-8.0%[86.2 µM]	COc1ccc(N2CC(C(=O)NCC(F)(F)F)NC2=O)cc1 (stereo unspecified)
0.0%	COc1ccc(C)cc1NC(=O)c1cc2ccccc2cc1OCC(=O)Nc1ccc2c(c1)OCCO2
-4.4%[149 µM]	CC(C)[S+](=O)([O-])N1CCN(c2cc(Cl)ncn2)C(=O)C1
16.9%	COc1ccc(CCNC(=O)c2cc(=O)c3c(C)cc(C)cc3o2)cc1OC
?	N#Cc1ccc(C(=O)NCc2nnc3ccc(-c4ccccc4)nn23)cc1
-12.7%	CCOC(=O)c1c(C)oc2nc(C)nc(Nc3ccc(C)c(Cl)c3)c12
-7.1%	O=C(Cc1noc(C(=O)NCc2ccccc2)n1)Nc1cccc2ncccc12
-11.3%	Cc1noc(-c2cn(C3CCCN(C(=O)c4cccc(C(F)(F)F)c4)C3)nn2)n1 (stereo unspecified)
-16.9%	CCOc1ccc(NC(=O)Cn2c(NCc3ccccc3)nc3ccccc32)cc1
-5.9%	COc1ccc(C2C(C(=O)OC(C)(C)C)=C(C)N=C3SC=C(CC(=O)NCC4CC4)N32)cc1OC (stereo unspecified)
-27.2%	CCN(CC(=O)NC(C)(C)C)C(=O)c1cc(C(C)C)nc2ccccc12
4.0%	C/C(=N/O)c1cc(C)ccc1O
6.2%	O=C(Nc1ccccc1F)N1CCC2(CCCN(C3CCCCC3)C2=O)C1 (stereo unspecified)
0.3%	O=C(Nc1ccc(-c2nnc3n2CCCC3)cc1)C1CC1
27.0%	CCCCOCCCNC(=O)CCC(=O)NC1CCCC(C)C1C (stereo unspecified)
0.8%	Cc1cccc(C(=O)N2C[C@@H]3CCCN4CCC[C@@H]([C@H]34)[C@H]2CCCC(=O)N2CCOCC2)c1
-2.4%	FC(F)(F)c1cccc(N=c2cc(-c3ccccc3)oc3ccc(Cl)cc23)c1
8.0%	Cc1cc(C)c2c(n1)SCC(=O)N2CC(=O)Nc1cccc(C)c1C
?	COc1ccc(C(=O)NCc2cccnc2N(C)C2CCCCC2)o1
14.6%	CCOc1ccc(-n2nnc(C(=O)Nc3ccccc3CC)c2N)cc1
-7.6%	COc1ccc(CN2CCN(S(=O)(=O)c3cc(OC)ccc3OC)CC2)cc1
-24.1%	Cc1cc(C)c2c(NC(=O)c3ccccc3Cl)c(C(=O)NCc3ccc(Cl)cc3)sc2n1
4.5%	COc1cc(NC(=O)Cn2c(Nc3ccc(F)c(C)c3)nc(C)cc2=O)cc(OC)c1OC
-14.8%	NCC1CCN(CCc2ccccc2)C1 (stereo unspecified)
?	COc1ccc2c(C)c(CC(=O)NCc3ccccc3)c(=O)oc2c1C
-28.6%	Cc1ccccc1Cn1cc(CCC(=O)NC(C)c2ccccc2)c2ccccc21 (stereo unspecified)
?	Cn1c(CN2CC[C@H](c3nc4ccccc4[nH]3)C2)nc2ccccc21
18.0%	O=C1c2c(nc(COc3cccnc3)n2Cc2ccccc2)NCCN1CCOc1ccccc1
20.7%	Cc1cccc(-c2cccc3c4c([nH]c23)[C@@H]2C[C@H](N(C)C(=O)c3ccccc3C)[C@H]([C@H](C)O)C(=O)N2CC4)c1
-24.6%[86.2 µM]	OC[C@@H]1O[C@H](CNCc2cccc(Cl)c2)[C@H](N2CCCC2)[C@@H]1O
17.4%	Cc1cccc(NNC(=O)c2c(F)cccc2Cl)c1
-13.8%	CCOc1ccccc1-c1nc(Cn2c(=O)cc(C)c3c(C)nn(-c4ccccc4)c32)c(C)o1
-7.9%	CN(CCC1CCOCC1)C(=O)c1cn(Cc2ccccc2F)nn1
?	CCCc1cc(=O)oc2c(C)c(OCc3nn[nH]n3)ccc12
9.0%	N#CC1=C(c2ccccc2)C(O)(c2ccccc2)NC1=O (stereo unspecified)
?	CN1CCc2c(c(N3CCOCC3)nc3sc(C(=O)Nc4ccccc4)c(N)c23)C1
?	O=C(NCCCO)c1cc2c([nH]c3ccccc32)c(-c2ccc(F)cc2)n1
?	COc1ccc(CC(=O)NC2CCN(c3cc(-c4ccc(Cl)cc4)[nH]n3)CC2)cc1OC
?	Cc1ccc(NC(=O)COc2ccc(-c3nn(C)c(=O)c4ccccc34)cc2)c(C)c1
-9.7%	O=C(C1CCCCC1)N1CCC(N2CCCC(C(=O)N3CCCC3)C2)CC1 (stereo unspecified)
25.3%	CN(Cc1ccsc1)C(=O)c1ccc(C(=O)c2ccccc2)cc1
11.4%	CSc1nnnn1-c1c(C)n(C)n(-c2ccccc2)c1=O
-0.1%	CC1CCCCN1C(=O)CSc1nnc2c(n1)[nH]c1ccccc12 (stereo unspecified)
-163.8%	CN(C)c1ccc(-c2ccnc(N[C@H]3CO[C@H]4[C@@H]3OC[C@H]4OC(=O)Nc3ccc(Oc4ccccc4)cc3)n2)cc1
?	COc1ccc(Cl)cc1NC(=O)C1CCN(c2ncnc3c2nc2n3CCCCC2)CC1
11.3%	COc1cc(NC(=O)C2CCN(c3nc4ccccc4nc3C(F)(F)F)CC2)cc(OC)c1
-20.5%	CC(C)(C)CC(=O)Nc1nc2c(s1)C[C@@H]1[C@](C)(CO)[C@H](O)CC[C@@]1(C)[C@@H]2CC(=O)Nc1cccc(O)c1
4.0%	CC(C)c1ccc(OCC(=O)Nc2ccc(N3CCN(C(=O)c4cccs4)CC3)cc2)cc1
32.3%	Cc1ccc(Cn2nnc3c(=O)[nH]c(C4CCCN(C(=O)c5ccco5)C4)nc32)cc1 (stereo unspecified)
18.8%[86.2 µM]	COc1cccc(-c2cc(-c3c(C)noc3C)cc3c2C(=O)N(C)C3)c1OC
?	Cc1cc(C(=O)N2CCC(Oc3ccccc3-c3nc(C4CC4)no3)C2)n[nH]1 (stereo unspecified)
?	CC(=O)c1ccc(NC(=O)CSC2=C(C#N)C(c3ccccc3C)C3=C(CCCC3=O)N2)cc1 (stereo unspecified)
-1.0%	Cc1occc1C(=O)NC(C)c1ccccc1Br (stereo unspecified)
0.6%	Cc1ccc(C)c(S(=O)(=O)N2CCCOC2CNC(=O)C(=O)NCCCN2CCOCC2)c1 (stereo unspecified)
-4.0%	CCOC(=O)c1c(S(=O)(=O)N2CCC(C(=O)Nc3ccc(OCC)cc3)CC2)c(C)n(C)c1C
-6.0%[86.2 µM]	CC1=C[C@@H](CNS(C)(=O)=O)[C@H](C(C)C)C[C@H]1CC(=O)NC1CCCC1

Continuation.
KDM5B inhibitor	SMILES
-4.6%	COCCn1c(C)cnc1CC1CCN(C(=O)CCC2CCCC2)CC1
11.0%	Cc1ccccc1OCC(=O)Nc1c(N2CCCC2)c2ccccc2oc1=O
-14.0%	CN1C(=O)Cc2cc(S(=O)(=O)NCc3ccccc3Cl)ccc21
?	Cc1c(CC(=O)O)c(=O)oc2c(C)c(OCc3nn[nH]n3)ccc12
24.6%	CC(=O)Nc1ccc(NC(=O)c2c(C)nn(Cc3ccccc3)c2Cl)cc1
8.6%	COc1cccc(C(C)N(C)C(=O)c2cc(Cn3ccnc3C(C)C)[nH]n2)c1 (stereo unspecified)
5.9%	O=C(O)c1ccc(Br)o1
-3.0%	CCOc1ccc2cc(-c3csc(Nc4ccc(F)cc4)n3)c(=O)oc2c1
?	O=C(CN1CCOC(c2ccc(F)cc2)C1)NCc1ccccn1 (stereo unspecified)
135.6%[activator]	CS(=O)(=O)c1ccc(-c2csc(NC3CCCCC3)n2)cc1
-3.8%	Cc1ccc(-c2cnn(-c3ccccc3)c2N)cc1
9.1%	COCCN1C(=O)c2cccn2CC1CNC(=O)CC1CCCC1 (stereo unspecified)
-21.7%	CCC1(O)CCC12CCN(C(=O)Cc1cccnc1)CC2 (stereo unspecified)
?	Nc1nc(-c2cccc(CN3CCOCC3)c2)cc(N2CCCC2)n1
?	CCNC(=O)[C@@H]1C[C@H](NC(=O)Cc2cc(C)ccc2C)CN1C1CCCC1
-23.1%	Cc1ccc2c(c1)sc1nc(-c3cc4cc(Cl)ccc4oc3=O)cn12
-16.3%	O=S(=O)(Cc1ccc(F)cc1)Cc1nc2ccccc2s1
22.8%[149 µM]	O=C1OCCCN1C1CCN(S(=O)(=O)c2cccs2)CC1
-24.3%	COc1ccc(NC(=O)Cc2csc(COc3cccc(C)c3)n2)c(OC)c1

High-throughput results as filed in PubChem BioAssay.

Only part of the results is shown (hit frequency here may not be typical).
